Bioassay records: PubChem, National Center for Advancing Translational Sciences (NCATS)
RGS4 inh: human RGS4 inhibition | P49798 | Transcreener GDP fluorescence polarization, RGS4-accelerated GTP hydrolysis | Potency, µM (series often up to 114 µM), for inactives: top-dose activity change, negative = inhibition, usual class: inhibitors | hit rate 0.039% among 390,000 | AID 504845; also: potency is read from the fitted curve at half-maximal effect; % is scaled to controls: 0 for no effect and ±100 for the full control effect; nearly all actives have a fitted effect of over 75% in size; some results filed as inactive show a strong effect at the top dose
Target sequence (P49798 whole entry, looked up): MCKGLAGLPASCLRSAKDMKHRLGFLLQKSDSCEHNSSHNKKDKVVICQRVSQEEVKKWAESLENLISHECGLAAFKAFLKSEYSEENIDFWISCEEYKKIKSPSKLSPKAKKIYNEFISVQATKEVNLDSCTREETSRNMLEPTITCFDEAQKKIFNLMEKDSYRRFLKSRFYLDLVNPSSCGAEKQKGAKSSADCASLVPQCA
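MLSMR compounds (23 nl, pin-transferred) preincubated 10 min at room temperature with a 500nM (2x) first reagent, then RGS4 at 900nM (2x) plus Transcreener GDP mix added; fluorescence polarization (620/688 nm) read before and after 90 min at 30 °C.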
D2 agonist: activates the human D2 dopamine receptor; activation, % at 2 µM; P14416; HEK293 T-REx D2 cells, calcium flux agonist mode; hit rate 0.53% among 340,000;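 active = activation over 3 SD above normal in the single-dose calcium agonist read, cut at about 30% in these data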; also: 0% is about no effect
Target sequence (P14416 whole entry, looked up): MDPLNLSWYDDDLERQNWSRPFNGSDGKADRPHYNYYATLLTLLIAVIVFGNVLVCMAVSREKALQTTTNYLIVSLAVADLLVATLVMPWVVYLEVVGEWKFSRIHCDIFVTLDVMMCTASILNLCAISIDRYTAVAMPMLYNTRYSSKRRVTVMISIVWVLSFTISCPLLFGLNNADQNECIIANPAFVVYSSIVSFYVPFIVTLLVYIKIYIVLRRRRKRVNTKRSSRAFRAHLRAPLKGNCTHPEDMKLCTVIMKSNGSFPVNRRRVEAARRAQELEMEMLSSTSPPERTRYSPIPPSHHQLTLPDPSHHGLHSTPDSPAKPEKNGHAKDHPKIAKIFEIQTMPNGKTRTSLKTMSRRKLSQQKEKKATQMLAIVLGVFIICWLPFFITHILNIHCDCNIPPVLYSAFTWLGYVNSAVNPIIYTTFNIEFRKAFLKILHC
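HEK293 Trex D2 cells, tetracycline-induced, o/n 30 C 5% CO2; no-wash Ca dye, RT 30–90 min; 10-cycle baseline, 23 nl cpd added, kinetic Ca read 180 s; agonist hits = positive Ca response.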
Vif-APOBEC3F blk: inhibitors of Vif-A3F interaction. HeLa A3F-eYFP + Vif (tagged APOBEC3F with the HIV-1 protein that degrades it), YFP fluorescence increase. Potency, µM (doses to about 46.1 µM), for inactives: top-dose activity, negative = active. hit rate 0.2% among 390,000. AID 602313; also: potency is read from the fitted curve at half-maximal effect; % of control where 0% means no effect; nearly all actives have a fitted effect of over 65% in size
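Fluorescence increase (Ex 488/Em 500-530) after overnight compound treatment at 37 deg C flags inhibition of Vif-driven A3F-eYFP loss in stable HeLa A3F-eYFP/Vif cells seeded overnight beforehand.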
ALOX12 inh: blocks human arachidonate 12S-lipoxygenase | purified 12hLO, xylenol orange hydroperoxide absorbance | Potency, µM (titrated, usually from 108 µM), without a hit: top-dose activity change, negative = inhibition, actives largely listed as inhibitors | hit rate 1.1% among 580,000; also: potency is read from the fitted curve at half-maximal effect; % is scaled to controls: 0 for no effect and ±100 for the full control effect
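Hydroperoxide product was detected by ferrous iron/xylenol orange as the 573 to 405 nm absorbance ratio. Arachidonic acid at 40 uM (final) was turned over for 30 min at room temperature by 150 nM human 12hLO, pH 7.0 Hepes buffer, after 15 min compound preincubation.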
Glioma ERSR ind: induces the endoplasmic reticulum stress response in human glioma cells. U87-MG GRP78 promoter luciferase reporter, 16 h. hit rate 0.02% among 420,000. Potency, µM, without a hit: top-dose activation, actives largely listed as activators; also: potency is read from the fitted curve at half-maximal effect; series mostly up to about 76 µM; % of control where 0% means no effect; nearly all actives have a fitted effect of over 35% in size
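Stably transfected U87-MG human glioma cells carrying a GRP78-based luminescent sensor were seeded at 1000 cells/well, pin-dosed with compounds and incubated 16 h. Luciferase reagent was then added, and end-point luminescence was read after 10 min at room temperature.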
Vif-APOBEC3G blk: Vif-A3G binding inhibition; Q9HC16; HeLa A3G-eYFP + Vif (tagged APOBEC3G with the HIV-1 protein that degrades it), YFP fluorescence, overnight; Potency, µM (highest dose often 46.1 µM), for the others: at the top dose activity, negative = active, hits mostly inhibitors; hit rate 0.076% among 410,000;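 also: potency is read from the fitted curve at half-maximal effect; % is scaled to controls: 0 for no effect and ±100 for the full control effect; nearly all actives have a fitted effect of over 60% in size; hits raise eYFP signal because A3G escapes Vif-driven loss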
Target sequence (Q9HC16 whole entry, looked up): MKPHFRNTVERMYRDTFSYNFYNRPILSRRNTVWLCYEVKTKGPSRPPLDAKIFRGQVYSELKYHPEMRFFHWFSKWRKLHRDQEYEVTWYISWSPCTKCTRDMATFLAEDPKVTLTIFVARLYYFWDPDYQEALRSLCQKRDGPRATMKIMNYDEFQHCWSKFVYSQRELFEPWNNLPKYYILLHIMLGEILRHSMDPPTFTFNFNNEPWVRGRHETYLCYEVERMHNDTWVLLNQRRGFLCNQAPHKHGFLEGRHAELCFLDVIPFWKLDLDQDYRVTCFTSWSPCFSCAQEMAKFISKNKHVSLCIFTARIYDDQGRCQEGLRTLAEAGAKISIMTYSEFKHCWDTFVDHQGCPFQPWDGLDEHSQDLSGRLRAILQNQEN
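Read-out is eYFP fluorescence (Ex 488/Em 500-530) from Vif-expressing HeLa A3G-eYFP cells; more signal means A3G escaped Vif-mediated degradation. Cells plated overnight, compound pinned in, incubated overnight at 37 deg C.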
ERG Ets-DNA blk: ERG Ets/DNA interaction inhibition | P11308 | fluorescence polarization, His-ERG Ets domain / labelled DNA | Potency, µM (top dose mostly 76.9 µM), for the others: at the highest dose FP activity, negative = inhibition, actives largely listed as inhibitors | hit rate 0.028% among 370,000; active = well fitted inhibition curve with a large enough effect in the polarisation, with a control signal flat; inconclusive = small, poorly fitted or top-dose-only effect, or effect the other way, or a change in a side signal; inactive = no such curve, though single readings can be large or run the other way; the % refers to the polarisation;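 also: polarization taken with two DNA probes labelled with fluorescein and Texas red; potency is read from the fitted curve at half-maximal effect; % of control where 0% means no effect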
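His-tagged ERG Ets domain (1 uM in the protein solution; 300mM KCl, 50mM Tris-HCl, 1mM EDTA, 1mM DTT, pH 7.5) received compound, then a probe mix of 5 nM fluorescein-DNA and 100nM Texas-615-DNA. Fluorescence polarization was read for both dyes.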
D2 antagonist: D2 dopamine receptor (human) antagonism; P14416; HEK293 TREx D2 cells, calcium flux, dopamine EC80; inhibition, % at 10 µM; hit rate 2% among 340,000; in the data active = inhibition above about 30%; also: 0% is about no effect
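Antagonism is scored as inhibition of an EC80 dopamine-evoked calcium signal in a force-coupled, tetracycline-inducible HEK293 T-REx D2 line, with compound present 180 s before agonist.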
LDHA block: LDHA (human) enzyme inhibition | P00338 | purified LDHA, NADH/diaphorase-resazurin fluorescence; stronger effect = lower value | activity change, % (values are at about 110 or 230 µM) | hit rate 0.15% among 480,000; in the data active = activity change below about -30%; inconclusive = mostly about -25% to -30%;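 also: plate controls were DMSO wells for no effect and wells without enzyme for full effect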
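LDH5 2 nM; NADH 0.06 mM, pyruvate 0.2 mM; 200 mM Tris pH 7.4, EDTA, Tween-20; 5 min RT. Detection: diaphorase 0.133 mg/mL + resazurin 37 µM, fluorescence ex540/em590 at 0 and 20 min; normalized to enzyme-free and DMSO wells.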
The depositor's hits bear a star; ? = inconclusive; . = no result given; [ ] = remark or other dose. Unless noted, calls follow the shape of the dose curve; as a rule, active = well fitted curve in the direction sought with a large enough effect; inconclusive = small, poorly fitted or top-dose-only effect, or another doubt; inactive = no such curve, though single readings can be large; an effect the other way counts as inactive or inconclusive. These rows are one share of the data; rates above refer to the full screens.

mol,RGS4 inh,D2 agonist,Vif-APOBEC3F blk,ALOX12 inh,Glioma ERSR ind,Vif-APOBEC3G blk,ERG Ets-DNA blk,D2 antagonist,LDHA block
O=C(c1ccc(N2C(=O)CCC2=O)cc1)N1CCN(c2ccccc2)CC1,8%,.,-2%,-4%,-1%,-8%,0%,1,3
Cn1cccc1-c1cc2n(n1)CCC(=O)N2CCCC(=O)NCc1ccc(F)cc1,-22%,-0.6,1%,?,0%,-1%,-2%,.,1
COc1ccc(NC(=O)Cc2nnc(SCC(=O)Nc3ccccc3)n2C)cc1,-5%,-0.1,4%,0%,1%,1%,0%,4,-8
CC1(C)Nc2ccccc2C(=O)N1NC(=O)c1ccccc1,-3%,-0.5,-5%,4%,-5%,1%,-4%,12,-1
CC1(C)CC(=O)c2c(O)cc(OCC(=O)Nc3ccc(S(N)(=O)=O)cc3)cc2O1,6%,-0.6,3%,?,-2%,2%,15%,9,0
Cc1ccc(C(C)C)c(OCC(=O)NNC(=O)Cc2ccc(S(=O)(=O)N3CCOCC3)s2)c1,-6%,.,-5%,-10%,-2%,-2%,5%,.,3
Cn1cccc1C(=O)C(=O)Nc1ccccc1C(F)(F)F,8%,0.3,3%,-2%,5%,4%,2%,-13,0
CCOC(=O)C1=C(CN2CCN(C(=O)c3ccco3)CC2)NC(=O)NC1c1ccc(OC)cc1 (stereo not drawn),17%,-1.5,2%,-17%,-11%,-1%,1%,12,-5
CCn1c(SCC(=O)Nc2cc(C)on2)nc2sc3c(c2c1=O)CCCC3,-23%,0.5,-1%,-2%,-1%,-20%,.,-27,-6
O=C(O)c1ccc2c(c1)C(=O)N(c1cccc3ccccc13)C2=O,-23%,0.0,20%,0%,6%,2%,7%,-22,6

Looked up by compound from the list above (two):
mol,RGS4 inh,D2 agonist,Vif-APOBEC3F blk,ALOX12 inh,Glioma ERSR ind,Vif-APOBEC3G blk,ERG Ets-DNA blk,D2 antagonist,LDHA block
Cn1cccc1-c1cc2n(n1)CCC(=O)N2CCCC(=O)NCc1ccc(F)cc1,-22%,-0.6,1%,?,0%,-1%,-2%,.,1
CCn1c(SCC(=O)Nc2cc(C)on2)nc2sc3c(c2c1=O)CCCC3,-23%,0.5,-1%,-2%,-1%,-20%,.,-27,-6

(further entries)
mol,RGS4 inh,D2 agonist,Vif-APOBEC3F blk,ALOX12 inh,Glioma ERSR ind,Vif-APOBEC3G blk,ERG Ets-DNA blk,D2 antagonist,LDHA block
Cc1cc(C)cc(NC(=O)CCCn2c(=O)c3cccn3c3ccccc32)c1,22%,1.3,1%,-9%,5%,8%,5%,.,1
O=C(Nc1cccc(C(F)(F)F)c1)c1ccc2nc(-c3ccco3)c(-c3ccco3)nc2c1,?,0.7,0%,-39%,-6%,9%,22%,0,11
O=C1CCCc2c1nc(-c1ccccc1)n2O,-8%,0.0,-2%,14%,4%,1%,-6%,-3,6
CN(CCCOc1ccccc1Br)Cc1ccccc1,-9%,-0.2,-5%,-13%,4%,-7%,-3%,39*,-6
c1ccc(Nc2nc(-c3cccs3)cs2)nc1,-4%[11.4 µM],-1.9,5%,?,-6%,-16%,-12%,-9,-7
N#Cc1ccc(CN2CCN(C(=O)c3ccccc3)CC2)c(Cl)c1,10%,-0.5,-3%,-5%,-3%,1%,6%,0,-1
CC(C)c1nc(SCC(=O)NCc2ccccc2)n[nH]1,-25%,-0.5,-4%,9%,-6%,1%,-3%,1,-11
O=C(Nc1ccc2c(c1)CCC2)c1cccc(S(=O)(=O)Nc2ccccc2Cl)c1,-12%,-1.8,-13%,-16%,0%,1%,5%,13,-8
COc1ccc(-n2c(=O)c3ccc(C(=O)NCc4ccc(C)cc4)cc3n(Cc3ccc(C)cc3)c2=O)cc1,9%,-0.4,0%,-31%,-5%,-1%,-4%,.,4
COc1cc(NC(=O)c2cccs2)c(OC)cc1NC(=O)CCC(=O)Nc1cccc2ncccc12,-10%,0.6,-4%,-14%,-2%,-10%,8%,0,-4
COc1ccc2c(c1)[C@H]1[C@H](CO2)[C@H](c2ccccc2)[C@]2(C)C(=O)Nc3cc(F)c(F)cc3C(=O)N12,-7%,.,1%,?,-4%,-1%,-22%,.,-3
CC1(C(=O)Nc2ccccc2)CCN1C(=O)C1(c2ccccc2)CC1 (stereo not drawn),.,.,.,-12%,-2%,0%,.,.,-3
COc1ccc(-c2nc(CS(=O)(=O)CC(=O)NCCc3ccccc3)c(C)o2)cc1,-29%,-0.1,5%,11%,-3%,0%,45%[activator],12,-19
COC(=O)CCCC1=CC2=C(c3ccccc3)C(=O)C(C)(OC(=O)C3CCCC3)C(=O)C2=CN1Cc1ccco1 (stereo not drawn),-2%,-0.2,2%,0%,-3%,-9%,-1%,-19,1
C[C@H](NC(=O)[C@H]1N2C(=O)c3ccccc3C2SC1(C)C)C(=O)NCc1ccncc1 (stereo partly drawn),-19%,0.5,6%,-6%,-4%,-1%,-5%,-1,-2
C[C@H](CO)N1C[C@H](C)[C@@H](CN(C)S(C)(=O)=O)Oc2ccc(NC(=O)Nc3ccc(C(F)(F)F)cc3)cc2C1=O,-8%,.,3%,?,-2%,1%,10%,.,0
O=c1[nH]c(Cc2ccccc2)nc2c1oc1ccccc12,-28%,1.1,-1%,-17%,-2%,-8%,7%,11,-4
Cc1ccccc1CN1CCN(CC2CC3C=CC2C3)CC1 (stereo not drawn),-7%,-0.8,5%,?,-2%,6%,-6%,19,?
CC1=CC(C)(C)Nc2ccc(OC(=O)C(C)N3C(=O)c4ccccc4C3=O)cc21 (stereo not drawn),-12%,-0.2,.,0%,-16%,?,1%,-24,3
CCC1(c2ccccc2)NC(=O)N(CC(=O)Nc2ccc3c(C)cc(=O)oc3c2)C1=O (stereo not drawn),-34%,-0.2,8%,-9%,-2%,-1%,9%,-13,-6

Marked active in D2 antagonist, of those listed so far:
compound,RGS4 inh,ALOX12 inh,Vif-APOBEC3G blk,ERG Ets-DNA blk,D2 antagonist
CN(CCCOc1ccccc1Br)Cc1ccccc1,-9%,-13%,-7%,-3%,39*

Continued.
mol,RGS4 inh,D2 agonist,Vif-APOBEC3F blk,ALOX12 inh,Glioma ERSR ind,Vif-APOBEC3G blk,ERG Ets-DNA blk,D2 antagonist,LDHA block
Cc1cc(C(=O)N/N=C/c2cc(N=Nc3ccccc3)ccc2O)n[nH]1,?,-0.9,-1%,.,3%,-24%,-3%,4,3
COc1ccc(CCNC(=O)CCc2cn(C)c3ccccc23)c(OC)c1OC,-14%,-0.6,1%,-6%,-4%,1%,5%,6,5
COC(=O)c1nn(-c2ccc(OC)cc2)c(=O)c2c(N)sc(C)c12,?,1.4,-2%,?,-1%,-6%,-17%,14,15
CN(C)S(=O)(=O)c1cccc(NC(=O)COC(=O)CCC(=O)c2ccc(F)cc2)c1,3%,-1.0,-13%,10%,0%,2%,-7%,-3,-1
O=C(NCCC(=O)N1CCC2(CC1)NCCc1[nH]cnc12)c1cccc(C(F)(F)F)c1,8%,0.5,-4%,9%,-5%,4%,-6%,5,-8
COc1ccccc1-c1nc(-c2ccccc2)[nH]c(=O)c1C#N,-5%,-0.2,6%,0%,0%,0%,-4%,-8,-1
CC(=O)Nc1ccc(S(=O)(=O)NCc2ccc3c(c2)cc(C)n3C)cc1,-36%,-0.2,3%,?,-6%,1%,14µM*,-24,2
CCOC(=O)c1ccc(NC(=O)c2cnc(N3CCCC3)nc2C)cc1,-11%,-0.3,.,-25%,.,.,-1%,.,1
CCN1CCC(CN2CCNC2=S)CC1,5%,.,-13%,-29%,-3%,-4%,8%,.,-1
Cc1nc2cc(NC(=O)Nc3cccc4ccccc34)ccc2n1C,0%,0.4,-1%,-11%,0%,1%,4%,25,5
CC1CCc2c(nc3ncnn3c2N2CCN(c3ccccc3)CC2)C1 (stereo not drawn),-8%,-0.4,3%,0%,-4%,0%,-3%,-16,-1
O=C(COC(=O)c1cc(-c2ccccc2)nc2ccccc12)NCC1CCCO1 (stereo not drawn),5%,-0.1,0%,44%[activator],-5%,-1%,-19%,-22,-4
COCCN1C[C@@H](CO)O[C@@H](n2cnc3c(N4CCCC4)ncnc32)C1,.,.,.,-34%,-2%,-2%,.,.,-2
CCN(CC)CC(=O)Nc1ccc(Oc2ccc(NC(=O)CN(CC)CC)cc2)cc1,-14%,4.6,2%,7%,-7%,2%,-4%,4,-10
O=C(CS(=O)CC(=O)Nc1cccc2c1CCCC2)Nc1ccc(F)cc1 (stereo not drawn),5%[11.4 µM],-0.3,-10%,0%,-3%,0%,-4%,-6,-3
C=CCn1c(SCC(=O)Nc2ncc(Cc3cc(C(F)(F)F)ccc3Cl)s2)nnc1-c1ccncc1,-13%,0.5,8%,3%,-2%,0%,.,4,-6
Cc1cc(C)c(C)c(S(=O)(=O)NCCN2CCOCC2)c1C,-16%,-0.2,14%,81%[activator],-2%,3%,0%,2,-3
CCc1ccc(-c2cn3c(n2)sc2cc(C(=O)NCCCc4ccccc4)ccc23)cc1,6%,-0.8,2%,-15%,6%,-3%,4%,.,-4
CCC(Oc1ccc(Cl)cc1)C(=O)N1CC(=O)Nc2ccccc21 (stereo not drawn),29%,-0.1,-7%,3%,-2%,-1%,-12%,-13,-12
CN(C(=O)CSc1nc2ccccc2n1Cc1cccc(C(F)(F)F)c1)c1ccccc1,5%,1.6,-3%,-16%,-3%,1%,-7%,.,-3
